Screens as filed in PubChem.
PTHR1 agonist = agonists of human PTHR1 parathyroid hormone receptor | Potency, µM (series often up to 115 µM), without a hit: top-dose activation, usual class: activators | Q03431 | HEK293 GP2 PTHR1 cells, GloSensor cAMP luminescence, 1 h | AID 743266 | 410,000 tested, 0.075% active; note: potency is the fitted concentration of half-maximal effect; nearly all actives have a fitted effect of over 55% in size; some results filed as inactive show a strong effect at the top dose; inactives centre near -15; many of its hits are not listed in these tables
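HEK-293-derived GP2 cells expressing PTHR1 and a GloSensor cAMP reporter, 3,000/well, plated overnight, given luciferin plus IBMX (each 0.5 mM as added) for 1 h at 37 °C, then compound for 1 h at 37 °C. Luminescence was read after 15 min at room temperature.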
D3 antag = D3 dopamine receptor (human) antagonism | P35462 | 360,000 tested, 2.5% active | max response, negative = inhibition, % | D3R cells, DiscoveRx beta-arrestin luminescence, antagonist mode; active compounds read low; in the data active = max response below about -50%; inconclusive = no clear call, values can overlap the other calls; note: % is set by controls: 0 for no effect and ±100 for the full control effect; mostly tested at two doses, the higher about 12 µM
Target sequence (P35462 whole entry, looked up): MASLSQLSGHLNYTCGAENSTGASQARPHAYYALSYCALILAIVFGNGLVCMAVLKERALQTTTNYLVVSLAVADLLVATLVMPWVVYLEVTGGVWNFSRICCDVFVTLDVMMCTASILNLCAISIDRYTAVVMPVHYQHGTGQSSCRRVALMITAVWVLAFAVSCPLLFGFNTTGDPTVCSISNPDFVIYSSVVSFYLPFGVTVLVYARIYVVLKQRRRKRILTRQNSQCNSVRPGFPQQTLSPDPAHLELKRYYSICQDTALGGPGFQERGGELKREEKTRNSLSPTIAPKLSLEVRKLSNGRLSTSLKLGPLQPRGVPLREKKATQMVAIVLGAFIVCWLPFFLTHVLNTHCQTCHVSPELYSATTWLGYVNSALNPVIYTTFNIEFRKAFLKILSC
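Cells plated overnight at 1500 cells/well, then exposed to library compounds with dopamine controls for 90 minutes at 37 degrees C. DiscoveRx reagent added for 30–60 minutes at room temperature; luminescence read, quantitative HTS format.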
TDP43 rescue = TDP-43 toxicity inhibition in yeast; AID 652104; Potency, µM (top dose mostly 46.1 µM), for the others: at the top dose growth rescue (activation), hits mostly activators; TDP-43 expressing yeast growth rescue, BacTiter-Glo, 24 h; 410,000 tested, 1.8% active; note: potency is the fitted concentration of half-maximal effect; % of control where 0% means no effect; nearly all actives have a fitted effect of over 50% in size
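Yeast cells expressing TDP-43 under galactose induction are exposed to compounds for 24 hr at 30 deg C. BacTiter-Glo luminescence measures growth, so protective compounds score as activators.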
KB-V1 MDR tox = kills drug-selected multidrug resistant KB-V1 cells; KB-V1 MDR cells viability, CellTiter-Glo, 72 h; Potency, µM (titrated, usually from 46.1 µM), without a hit: at the highest dose activity change, negative = cytotoxicity, actives largely listed as cytotoxic; 400,000 tested, 3.4% active; note: potency is the fitted concentration of half-maximal effect; % is set by controls: 0 for no effect and ±100 for the full control effect; nearly all actives have a fitted effect of over 60% in size
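In this primary screen, KB-V1 cells overexpressing P-gp are incubated with library compounds (lowest to highest concentration) for 72 h at 37 degrees C before a luminescent ATP viability read.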
D3 ag = activates the human D3 dopamine receptor | D3R DiscoveRx beta-arrestin cells, luminescence, 90 min | max activation, % | P35462 | 410,000 tested, 0.58% active; in the data active = max activation above about 30%; note: 0% is about no effect; mostly tested at two doses, the higher about 12 µM
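Agonist-mode cell screen: cells plated at 1500/well and incubated overnight at 37 °C, then exposed to library compounds for 90 min at 37 °C. Detection reagent was added for 30–60 min at room temperature, and luminescence was read.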
GLP-1R agonist = activates the human GLP-1 receptor. HEK293 GLP-1R CRE-luciferase, luminescence, 4-6 h; cells express a hypersensitive GLP-1R form. Potency, µM (highest dose often 45.6 µM), for the others: at the top dose activation, most hits filed as activators. 380,000 tested, 0.007% active; note: potency is the fitted concentration of half-maximal effect; % of control where 0% means no effect
Target sequence (P43220 whole entry, looked up): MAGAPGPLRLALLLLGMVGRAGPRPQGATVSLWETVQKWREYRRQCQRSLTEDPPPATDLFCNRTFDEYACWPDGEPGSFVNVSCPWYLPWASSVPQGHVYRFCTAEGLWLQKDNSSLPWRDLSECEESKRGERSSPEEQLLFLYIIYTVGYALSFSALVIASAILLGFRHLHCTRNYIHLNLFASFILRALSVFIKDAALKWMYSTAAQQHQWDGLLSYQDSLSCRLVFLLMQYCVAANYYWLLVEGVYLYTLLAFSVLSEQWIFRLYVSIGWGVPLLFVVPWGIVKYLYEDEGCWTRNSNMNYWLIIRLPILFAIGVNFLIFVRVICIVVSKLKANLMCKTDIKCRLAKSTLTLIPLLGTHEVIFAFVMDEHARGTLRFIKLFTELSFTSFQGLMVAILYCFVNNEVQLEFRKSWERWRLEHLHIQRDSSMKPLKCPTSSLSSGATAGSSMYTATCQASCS
aSyn yeast inh = inhibitors of alpha-synuclein toxicity in yeast; 370,000 tested, 0.14% active; AID 652106; Yeast expressing alpha-synuclein, growth rescue, BacTiter-Glo, 24 h; Potency, µM (highest dose often 46.1 µM), for the others: at the highest dose growth rescue (activation), usual class: activators; note: potency is the fitted concentration of half-maximal effect; % of control where 0% means no effect; nearly all actives have a fitted effect of over 65% in size
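Rescue of yeast growth: cells expressing toxic alpha-synuclein, induced in galactose at OD600 0.02, incubated with compound 24 h at 30 C. ATP luminescence quantified growth; inhibitors of toxicity appear as activators.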
GLP-1R inv ag = acts as inverse agonist at human GLP-1 receptor; 410,000 tested, 1.6% active; AID 624417; P43220; Potency, µM (doses to about 38.3 µM), without a hit: top-dose activity change, negative = inhibition, hits mostly inhibitors; HEK293 GLP-1R CRE-luciferase, luminescence, 24 h; GLP-1R form is constitutively active; note: potency is the fitted concentration of half-maximal effect; % is set by controls: 0 for no effect and ±100 for the full control effect; nearly all actives have a fitted effect of over 55% in size
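Readout was luciferase luminescence, measured 12 min after detection reagent at room temperature. Beforehand, GLP-1R reporter HEK293 cells had sat 12 h, then received compounds for 24 hr at 37 deg C.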
GLP1R cytotox = cytotoxicity in counter-screen for GLP-1R inverse agonists; 410,000 tested, 0.13% active; Potency, µM (series often up to 38.3 µM), for the others: at the highest dose activity change, negative = inhibition, most hits filed as inhibitors; HEK293 cAMP-luciferase reporter cells, luminescence, 24 h; AID 624418;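 note: loss of luciferase light is scored as toxicity; potency is the fitted concentration of half-maximal effect; % is set by controls: 0 for no effect and ±100 for the full control effect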
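1536-well qHTS counterscreen of the MLSMR; 200 cells/uL, 12 h pre-incubation, 23 nL cpd, 24 h at 37 deg C 5% CO2, luciferase detection reagent, 12 min RT, luminescence. Inhibition = undesired.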
Numbers without * were called inactive; i = inactive; ? = inconclusive; nt = not tested or not shown; [ ] = remark or other dose. Unless noted, calls come from the whole dose curve; as a rule, active = well fitted curve in the direction sought with a large enough effect; inconclusive = small, poorly fitted or top-dose-only effect, or another doubt; inactive = no such curve, though single readings can be large; an effect the other way counts as inactive or inconclusive. This is a subset; count on the stated rates, not on these rows.

SMILES	PTHR1 agonist	D3 antag	TDP43 rescue	KB-V1 MDR tox	D3 ag	GLP-1R agonist	aSyn yeast inh	GLP-1R inv ag	GLP1R cytotox
CCOC(=O)C1CCN(C(c2ccc(OC)c(OC)c2)c2sc3nc(C)nn3c2O)CC1 (stereo unspecified)	?	18.5	-8.3%	-17.0%	-6.8	-1.3%	1.2%	28.0%	0.5%
CC1=C(C(=O)N2CCCCCC2)CC(CC(=O)NCCN2CCOCC2)C(=O)N1Cc1ccc(C(C)(C)C)cc1 (stereo unspecified)	i	3.1	6.5%	-16.3%	5.7	0.0%	-4.1%	5.0%	1.1%
COc1ccc(-n2nc3c(N4CCC(C(=O)NCCc5ccco5)CC4)nnc(C)c3c2C)cc1	i	-10.7	11.8%	0.0%	-9.6	14.0%	-5.9%	40.0%[activator]	-27.0%
Cc1cc(C)c(S(=O)(=O)c2cccc(C)c2C)c(=O)[nH]1	i	5.8	-11.4%	1.1%	2.0	6.5%	-0.4%	69.5%[activator]	10.7%
c1ccc(CCCNc2ncccn2)cc1	-3.4%[57.5 µM]	-14.4	0.0%	10.9%	-3.1	-0.2%	-6.9%	13.3%	-3.2%
O=[N+]([O-])c1cccc(/C=N/Nc2nnc(-c3ccccc3)c(-c3ccccc3)n2)c1	i	-13.0	2.8%	-22.0%	-5.6	0.4%	-0.6%	11.6%	2.0%
CN1CCN(c2ccccc2NC(=O)c2ccc(-c3ccc(Br)cc3)o2)CC1	i	0.1	0.5%	?	-14.6	0.0%	3.2%	?	-21.7%
CCOc1ccc(Cl)cc1S(=O)(=O)N1CCN(c2ccc(F)cc2)CC1	-6.4%	6.0	20.3%	-11.0%	-3.5	0.4%	8.8%	?	8.3%
COCCN(C(=O)Cc1cccs1)c1nnc(-c2cccnc2)s1	i	-3.9	3.0%	0.0%	-6.3	1.9%	10.6%	9.4%	14.3%
COc1ccc(-n2c(O)c(/C=N/NS(=O)(=O)c3ccc(C)cc3)c3ccccc3c2=O)cc1OC	i	3.9	9.9%	16.3%	-7.0	-0.7%	-1.9%	7.4%	13.0%
Cc1ccc(Cl)cc1N1CCN(C(=O)CCNS(=O)(=O)c2ccc3c(c2)CCN3C(=O)C2CC2)CC1	-41.5%[inhibitor]	nt	16.2%	?	5.8	-3.1%	15.6%	-16.7%	1.3%
CN1CCN(C(=O)c2ccc3c(c2)N(Cc2ccccc2)CCS3)CC1	-18.7%	?	-21.1%	-20.9%	-16.3	-4.6%	-1.3%	?	1.5%
O=[N+]([O-])c1ccc(NCCCc2ccccc2)cc1	-31.9%[inhibitor]	-25.1	?	-25.0%	-16.5	10.4%	-3.7%	?	-25.9%
COC(=O)c1c(SCC(=O)Nc2cccc(C(F)(F)F)c2)[nH]c2ccccc2c1=O	-3.8%	nt	7.5%	?	-8.6	nt	nt	?	-12.2%
CCN(CC)S(=O)(=O)c1ccc(S(=O)(=O)Nc2ccc3c(c2)oc2ccccc23)cc1	-25.0%	-58.5*	13.5%	?	0.8	9.6%	26.2%	-4.8%	-4.7%
Fc1ccc(-c2nc(Nc3cccc(Cl)c3)nc3c2COc2ccccc2-3)cc1	-8.2%	nt	2.5%	4.5%	-9.5	nt	nt	-4.7%	26.4%
Cc1ccccc1CN1[C@@H](CC2CCCCC2)COCCS1(=O)=O	-17.0%	0.4	45.2%	?	20.0	-3.0%	0.4%	?	-6.3%
CCC(=O)Oc1oc(-c2ccccc2)nc1C=Nc1ccccc1OC	24.5%[57.5 µM]	-20.1	-0.7%	-0.2%	-1.6	0.4%	0.4%	-12.0%	12.9%
CC(NC(=O)c1ccco1)C(=O)N(C)Cc1ccc(C(F)(F)F)cc1 (stereo unspecified)	i	-14.3	-2.1%	?	-4.0	0.6%	-3.2%	-22.8%	-0.1%
Cc1cc(-c2ccn[nH]2)c(C)s1	?	-2.7	6.0%	0.0%	6.7	-1.9%	-0.4%	2.3%	-1.5%
CCc1nn(CC(=O)NCCc2ccc(Cl)cc2)c(=O)c2cc3c(OC)cccc3n12	-11.2%	nt	-9.5%	?	-21.4	nt	nt	-10.1%	0.0%
CCc1ccccc1OCCCOc1ccc(OC)cc1	-8.7%	-3.2	4.5%	-17.9%	3.0	-4.5%	-4.8%	-14.1%	5.9%
Cc1ccccc1CN1CCNC1=O	i	-17.9	-12.0%	11.1%	0.0	2.7%	-1.2%	0.0%	10.1%
COc1ccc(C(CNC(=O)Nc2ccc(Cl)cc2)N2CCN(C)CC2)cc1 (stereo unspecified)	i	-26.5	-10.4%	-8.6%	-9.1	1.4%	-6.0%	?	-0.9%
O=c1c2ccccc2c(C=Nc2cccc(O)c2)c(O)n1-c1ccc2c(c1)OCO2	-9.8%[57.5 µM]	39.9	-1.1%	-22.0%	3.1	-32.9%[inhibitor]	-9.2%	?	-4.3%

Further structures.
SMILES	PTHR1 agonist	D3 antag	TDP43 rescue	KB-V1 MDR tox	D3 ag	GLP-1R agonist	aSyn yeast inh	GLP-1R inv ag	GLP1R cytotox
O=C(NCC[C@H]1CC[C@H](NS(=O)(=O)c2ccccc2F)[C@@H](CO)O1)c1ccc(F)cc1	-19.7%	-5.4	13.9%	-7.4%	-1.3	nt	11.0%	-4.6%	2.7%
CC(C)N(C(=O)Cn1cc(S(=O)(=O)CC(=O)N2CCOCC2)c2ccccc21)C(C)C	i	-4.0	5.6%	5.2%	-4.8	-2.0%	-4.0%	-1.4%	5.9%
CCS(=O)(=O)c1nc(S(=O)(=O)c2ccc(Cl)cc2)c(N2CCN(C)CC2)s1	-6.1%	-74.6*	-6.5%	?	-19.5	1.4%	2.0%	?	-2.7%
NC(=O)CSc1nnc(-c2cc(-c3cccs3)nc3ccccc23)o1	-5.1%[57.5 µM]	-23.5	0.6%	13.9%	4.9	-4.9%	-2.4%	13.5%	6.9%
CNc1ccc(Br)cc(C(=O)/C=C/c2ccc(Cl)cc2Cl)c1=O	-93.3%[inhibitor]	?	-17.6%	?	-8.5	2.4%	1.8%	?	3.9%
CCN(CC(=O)Nc1cccc(S(=O)(=O)N2CCCC2)c1)CC(=O)Nc1ccccc1OC	-22.5%	-12.3	9.2%	?	-9.5	7.4%	-8.4%	-9.5%	-4.4%
CC(C)(C)n1nnnc1C(c1ccccc1)N1CCN(c2ncccn2)CC1 (stereo unspecified)	-14.1%	22.4	0.0%	-0.6%	1.3	11.9%	7.8%	14.3%	2.5%
N#CNC(=Nc1ccc(Cl)cc1)Oc1ccccc1	-20.8%	10.2	-4.4%	15.7%	-11.7	11.2%	-5.1%	1.8%	-28.3%
COc1cc(SC)ccc1C(=O)NCC1CCCCC1	-10.1%	-4.9	16.3%	-8.3%	-8.7	23.8%	-5.3%	?	0.4%
Nc1cccc(-c2cn3ccsc3n2)c1	-11.8%	nt	12.0%	nt	6.7	nt	nt	7.6%	0.3%
Cc1cccc(-c2noc(CNC(=O)c3ccccc3Br)n2)c1	-19.6%	nt	20.5%	nt	7.6	nt	nt	0.4%	-1.6%
COc1ccccc1-n1nnnc1SCC(=O)NC(=O)Cc1ccccc1	i	-20.3	9.2%	0.0%	-2.2	-5.0%	-7.3%	7.3%	0.9%
CC(=O)N1C(c2ccccc2)CC(=O)OC1c1ccc2c(c1)OCO2 (stereo unspecified)	i	16.9	-2.7%	?	-4.7	-7.8%	3.5%	0.7%	1.2%
CCc1ccc(C2CC(=O)c3c([nH]c(C(=O)OCC4CCCCC4)c3C)C2)cc1 (stereo unspecified)	i	nt	7.1%	-3.4%	-3.2	nt	nt	-1.0%	7.6%
COc1ccccc1NC(=O)Nc1nc2ccc(S(N)(=O)=O)cc2s1	-23.5%	-10.6	0.0%	1.6%	4.4	15.3%	-2.8%	-7.8%	-4.1%
NC(=O)C1CCN(C(=O)c2ccc3ncsc3c2)CC1	i	1.1	4.9%	13.6%	-5.9	3.2%	-1.6%	10.2%	-6.3%
CCC(C)c1ccc(NC(=O)Nc2cccnc2)cc1 (stereo unspecified)	-16.5%	-4.5	9.0%	0.0%	-4.5	-5.4%	-7.5%	?	-18.1%
CCOc1ccc(CCNC(=O)C(C)N2C(=O)CC(C)(C)Sc3ccccc32)cc1 (stereo unspecified)	0.0%	11.6	?	5.8%	-11.2	10.6%	6.3%	?	-1.6%
COc1cc(NC(=O)c2ccc(C)cc2C)ccc1NC(=O)c1cccs1	-44.3%[inhibitor]	-10.1	-1.7%	-15.6%	21.6	5.4%	-1.8%	25.3%	5.9%
CCCCn1nnnc1C(c1ccccc1)N1CCCN(Cc2ccc(F)cc2)CC1 (stereo unspecified)	-58.2%[inhibitor]	-69.2*	8.9%	8.2µM*	-13.0	9.5%	-5.2%	?	-19.8%
CCc1cc(=O)n2[nH]c(C)c(-c3ccccc3OC)c2n1	-19.6%	-22.7	28.3%	?	-6.0	-1.3%	3.8%	-0.3%	4.1%
O=C(NCC(=O)N1CCCCC1)c1sc2ccccc2c1Cl	-21.5%	15.0	26.0%	-2.7%	-6.8	10.3%	0.3%	15.3%	-0.8%
O=C(NNC(=O)C1CC=CCC1)c1ccccc1Br (stereo unspecified)	-5.7%	-16.0	14.9%	0.0%	2.5	-8.8%	-2.0%	9.5%	-1.0%
CC1(C)CC(=O)C(C2C3=C(CC(C)(C)CC3=O)Oc3c(Br)cc(Br)cc32)=C(O)C1 (stereo unspecified)	-36.5%[inhibitor]	21.3	-0.1%	?	12.5	-0.2%	-2.9%	-5.4%	0.3%

An excerpt from above, showing only GLP-1R inv ag:
| compound | GLP-1R inv ag |
| --- | --- |
| CC(C)(C)n1nnnc1C(c1ccccc1)N1CCN(c2ncccn2)CC1 (stereo unspecified) | 14.3% |
| N#CNC(=Nc1ccc(Cl)cc1)Oc1ccccc1 | 1.8% |
